DUSP3 inh: blocks human VHR1 dual specificity phosphatase; inhibition, % at 13.3 µM; hit rate 0.52% among 290,000; P51452; recombinant VHR phosphatase, pNPP absorbance; AID 1654; in the data active means inhibition above about 50%; further: some compounds called inactive have numbers as strong as hits
Target sequence (P51452 whole entry, looked up): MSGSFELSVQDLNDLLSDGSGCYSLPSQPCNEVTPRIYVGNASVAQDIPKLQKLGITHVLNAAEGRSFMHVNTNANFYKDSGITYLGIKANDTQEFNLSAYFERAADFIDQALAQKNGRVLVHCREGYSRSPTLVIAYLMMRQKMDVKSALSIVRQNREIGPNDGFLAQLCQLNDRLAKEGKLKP
SSB-PriA inh: blocks PriA binding to SSB C-terminal tail | AlphaScreen SSBct-PriA binding, biotinylated peptide | hit rate 0.6% among 430,000 | inhibition, % at 33 µM | AID 1272365; in the data active means inhibition mostly above about 37%, no sharp cut-off; inactive means mostly below about 20%;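 further: plate controls were negative control peptide for no effect and reference peptide for full effect; strong numbers were not always called active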
Vc quorum ag: induces V. cholerae light production without autoinducers | activation, % at 18.7 µM | V. cholerae BH1578 lux reporter, luminescence, 6 h | hit rate 0.16% among 350,000; in the data active means activation mostly above about 9.7%, no sharp cut-off; further: not every result past the cut was called active; inactives centre near 0; reference of the scale not given here
3CLpro inhibitor: SARS-CoV 3CLpro protease inhibition. inhibition, % at 6 µM. recombinant SARS-CoV 3CLpro, quenched FRET peptide cleavage. AID 1706. P0C6X7. hit rate 0.14% among 290,000; in the data active means inhibition above about 12%
MazF activator: increases E. coli MazEF RNase cleavage of RNA. P0AE70. FAM/BHQ RNA-DNA oligo cleavage fluorescence, 5 h. activation, % at 20 µM. hit rate 0.32% among 350,000. AID 504720; in the data active means activation above about 50%
Target sequence (P0AE70 whole entry, looked up): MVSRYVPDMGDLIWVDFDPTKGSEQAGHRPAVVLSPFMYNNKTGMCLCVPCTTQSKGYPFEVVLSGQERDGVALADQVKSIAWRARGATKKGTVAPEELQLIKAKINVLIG
TcdB GH inh: TcdB glycohydrolase inhibition | P18177 | TcdB glycohydrolase enzymatic assay, plate reader | inhibition, % at 9.99 µM | hit rate 0.24% among 350,000; in the data active means inhibition above about 10%
PrPC surface inh: reduces human prion protein on the cell surface. cell surface PrPC, TR-FRET read-out. inhibition, % at 13.8 µM. hit rate 0.43% among 370,000. AID 720596; in the data active means inhibition above about 24%; further: 0% = median of the test wells and 100% = reference compound wells
CCHF vOTU inh: blocks the CCHF virus ovarian tumor domain protease. CCHFV vOTU protease, Pep-AMC fluorescence. inhibition, % at 11.5 µM. hit rate 0.55% among 370,000. AID 651958; in the data active means inhibition above about 30%; further: 0% = vehicle wells with enzyme and 100% = no enzyme wells
Rv3671c protease: inhibitors of M. tuberculosis serine protease Rv3671c. hit rate 0.048% among 320,000. AID 2606. inhibition, % at 5.96 µM; in the data active means inhibition above about 38%;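 further: extracellular domain of Rv3671c used as enzyme; 0% = enzyme with DMSO and 100% = no enzyme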
Target sequence (P9WHR9 whole entry, looked up, the tested form may be a part): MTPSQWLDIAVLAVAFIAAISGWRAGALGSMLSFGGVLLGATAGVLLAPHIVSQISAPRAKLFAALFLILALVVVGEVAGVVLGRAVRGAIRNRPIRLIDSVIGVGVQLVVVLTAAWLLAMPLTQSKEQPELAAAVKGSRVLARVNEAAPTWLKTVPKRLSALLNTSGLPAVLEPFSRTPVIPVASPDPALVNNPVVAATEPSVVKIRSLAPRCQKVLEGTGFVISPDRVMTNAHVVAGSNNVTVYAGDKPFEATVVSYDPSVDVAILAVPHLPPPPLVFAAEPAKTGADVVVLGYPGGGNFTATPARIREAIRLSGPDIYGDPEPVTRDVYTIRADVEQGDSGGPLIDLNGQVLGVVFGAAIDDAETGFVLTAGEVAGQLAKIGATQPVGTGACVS
Yp Topo-I inh: blocks Yersinia pestis topoisomerase I activity | Y. pestis Topo-I cleavage product accumulation, plate reader | activity, % at 10 µM | hit rate 0.064% among 360,000 | AID 504884; in the data active means activity above about 50%, passing the limit was not always enough; further: inactives centre near 2
* marks the source's active call; other numbers are inactive results; i = inactive; . = not tested or not shown; & = joins results of further samples. Not all compounds are listed (hit frequency here may not be typical).

SMILES	DUSP3 inh	SSB-PriA inh	Vc quorum ag	3CLpro inhibitor	MazF activator	TcdB GH inh	PrPC surface inh	CCHF vOTU inh	Rv3671c protease	Yp Topo-I inh
CN(C)CCN=Cc1c(O)n(-c2cccc(C(F)(F)F)c2)c(=O)[nH]c1=O	28	3	i	2	4	1.7	-1	-5	-6	-3
CCC/C(O)=C1\C(=O)CCCC1=NC(C)C(=O)O (stereo not given)	10	.	-0.5	4	4	-0.5	0	-1	-9	2
CC1=C/C(=C(\c2ccc(O)c(C)c2)c2ccccc2S(=O)(=O)O)C=CC1=O	22	-4	i	1	4	1.0	-40	15	8	0
COc1cccc(CCNC(=O)CCc2nnc(-c3ccc4c(c3)OCO4)o2)c1	2	0	-0.3	-3	1	0.7	-2	4	-4	7
CCOC(=O)C1CCCN(C(=O)c2ccc(S(=O)(=O)NCc3ccco3)cc2)C1 (stereo not given)	.	-5	i	.	0	2.6	4	10	-2	2
COC(=O)c1nn(-c2cccc(C)c2)c2nnc(Cc3ccccc3)c(=O)n12	2	-7	3.4	0	3	.	1	-1	-12	-10
CSc1ncccc1C(=O)OCC(=O)c1ccc(S(=O)(=O)N2CCCCC2)cc1	.	-11	-4.0	.	-7	-0.6	6	24	-12	19
CCCNC(=O)COc1nc2ccccc2nc1N1CCOCC1	-5	-13	-0.2	0	5	0.4	-1	15	0	2
CCOc1ccc(OCCOCCN2CCCC2)cc1	25	2	i	2	9	1.2	-3	3	2	-3
CSc1ccccc1NC(=O)c1cc(-c2ccc3c(c2)OCO3)on1	-1	10	i	4	-3	7.1	11	-4	-11	6
Cc1cc(C)c(OCCCNC2CCCC2)c(Br)c1	34	-4	1.8	-1	18	-0.1	-3	-2	-5	28
CCN(CC)C(=O)CSc1nnc2c3ccccc3n(C)c2n1	-8	-10	i	-2	4	0.3	-9	-7	-7	-1
O=C(CSc1nccn(-c2cccc(F)c2)c1=O)Nc1ccc(Cl)cc1F	16	-3	-0.3	5	7	-1.1	10	-8	-4	11
O=CN1CCN(C(=O)c2ccc(Br)o2)CC1	10	-6	-0.2	6	-1	-0.9	-1	-7	4	-2
C=CCNc1nc(NCCCN2CCCC2=O)c2sc(-c3ccccc3)cc2n1	.	.	-0.3	.	.	3.4	-2	-1	.	9
Cc1ccc2nc(SCC(=O)NCCCN3CCCC3=O)[nH]c2c1	.	-3	-2.0	.	12	0.5	-4	-6	-6	-3
COc1ccc(Cl)cc1S(=O)(=O)Oc1ccc(NC(C)=O)cc1	4	-10	.	-2	0	.	3	5	-2	-6
CC1Cc2nc(SCC(=O)Nc3ccc(F)cc3F)n(C)c(=O)c2S1 (stereo not given)	4	-16	i	0	3	.	1	-12	-1	2
CCCCNC(=S)Nc1ccc(-c2nc3ccc(C)cc3s2)cc1	-2	-8	-0.2	-6	0	1.0	5	-63	2	-8
CCCCC(CC)C(=O)Nc1ccc(Nc2ccccc2)cc1 (stereo not given)	-7	4	-0.3	9	-4	.	-2	17	6	-9
Cc1ccc(S(=O)(=O)N(Cc2c(F)cccc2Cl)C(=O)N2CCN(C)CC2)cc1	.	-23	i	.	3	1.9	4	-2	-7	-5
COc1ccccc1NC(=O)N(C)C[C@H]1Oc2ncc(Br)cc2C(=O)N([C@H](C)CO)C[C@H]1C	.	.	i	.	6	1.1&1.0	-1	3	.	-5
Cc1cccc(N2C(=O)NC(=O)/C(=C/c3ccc([N+](=O)[O-])o3)C2=O)c1	-11	-8	.	0	12	.	.	.	-50	.
COc1cc(OC)c2cc(C(=O)N[C@@H](Cc3ccccc3)C(=O)O)n(C)c2c1	33	-3	-0.5	-3	4	-0.5	-2	-7	.	5
O=C(NC1CCCC1)C(c1ccc(N2CCOCC2)cc1)N(Cc1ccco1)C(=O)c1ccco1 (stereo not given)	19	-16	-12	-6	5	.	-8	-1	-3	-1
CN(CC(=O)Nc1ccc(N2CCOCC2)cc1)C(=O)CSc1ccc(F)cc1	.	1	-0.3	.	-13	2.1	6	3	7	6
CNC(=S)N(CCc1c(C)[nH]c2ccc(OC)cc12)Cc1cc(OC)c(OC)c(OC)c1	-18	9	-0.3	6	3	-2.0	-6	-3	0	10
CCCCN(C(=O)c1cc2c(s1)CCC2)c1c(N)n(CCC)c(=O)[nH]c1=O	.	-3	-0.7	.	-3	0.4	7	10	.	5
CC(C)(C)C(=O)Nc1ccc(C(=O)COC(=O)c2ccccn2)cc1	.	14	i	.	4	1.1	7	6	-6	5
O=c1[nH]c2ccc(S(=O)(=O)N3CCCCC3)cc2[nH]1	11	2	i	-3	-7	1.0	-2	-11	9	5
Cc1nn(-c2ccccn2)c2c1C(c1ccncc1)C1=C(CC(C)(C)CC1=O)N2 (stereo not given)	35	8	i	3	3	0.8	.	.	-2	-8
O=C1NC(c2ccccc2)=C(c2nc3ccccc3s2)C(c2ccc(O)cc2)N1 (stereo not given)	25	22	1.8	7	-14	.	.	.	-7	-8
COCCCNC(=S)Nc1cccc2ncccc12	19	2	-0.3	-1	-2	-0.1	-2	-5	2	5
CCOCCCN1CC(=O)N2[C@@H](Cc3c([nH]c4ccccc34)C2(C)C)C1=O	.	1	1.1	2	3	0.1	-4	2	4	6
CC(C)OC(=O)c1c(-c2ccc(C(C)C)cc2)csc1NC(=O)C1CCCO1 (stereo not given)	24	-4	i	1	-5	.	-1	7	3	7
Cc1ccc2[nH]c3c(N4CCN(Cc5ccccc5)CC4)ncnc3c2c1	36	22	i	-4	3	.	29*	-7	2	1
CN(C)c1ccc(NC(=O)c2ccc(COc3cccc(Cl)c3)o2)cc1	-7	40	i	5	-4	.	6	17	1	26
O=C(c1ccc([N+](=O)[O-])cc1[N+](=O)[O-])n1cnc2ccccc21	11	5	0.9	-1	-2	0.1	-39	7	-2	-9
N#Cc1ccc(N2CCN(c3ccc(F)cc3)CC2)cc1	9	-2	-0.3	-1	6	.	12	-6	10	1
Cn1cnnc1SCC(=O)c1ccc(OC(F)F)cc1	27	0	-4.2	2	7	-0.1	-2	-3	-1	-8
O=S(=O)(c1ccc2c(c1)OCCO2)N1CCC(c2nc3ccccc3s2)CC1	-12	-24	i	-2	4	1.2	12	-14	6	5
Cc1ccc(-c2cc(C(F)(F)F)c(C#N)c(=O)[nH]2)cc1	3	-9	0.7	0	2	.	-2	-66	-7	2
O=C(NCC(c1ccco1)N1CCN(c2ccccc2)CC1)OCc1ccccc1 (stereo not given)	8	-4&-2	i	-2	-3	2.1	-1	-16	0	29
C/C=C/c1cc(CN2CCN(c3ccccc3)CC2)c(O)c(OC)c1	4	6	-0.4	1	0	1.1	2	2	2	9
N=C(N)SCc1cccc2ccccc12	2	-39	i	-4	-15	.	3	-10	-2	4
O=C(CCn1c(=O)[nH]c2ccsc2c1=O)N1CCc2ccccc2C1	-2	-13	i	4	-3	.	4	-14	-16	2
CCN1CCN(C(c2ccccc2OC)c2nnnn2C2CCCCC2)CC1 (stereo not given)	-6	-13	0.1	-1	-1	.	3	6	-3	-5
COc1ccc(C(=O)Nc2ccccc2C(=O)Nc2ccccc2)cc1	.	.	1.2	.	8	0.4	3	-3	.	5
Cc1sc2nc(CSC(C)C(=O)Nc3cc(S(C)(=O)=O)ccc3Cl)[nH]c(=O)c2c1C (stereo not given)	.	-4	-14	.	-8	-0.3	0	-12	-10	-5
Cc1ccccc1CN1[C@@H](CC2CCCCC2)COCCS1(=O)=O	-22	0	-0.9	0	2	1.5	1	17	2	14

4 entries from above in a different format:
O=S(=O)(c1ccc2c(c1)OCCO2)N1CCC(c2nc3ccccc3s2)CC1
  DUSP3 inh = -12
  SSB-PriA inh = -24
  Vc quorum ag = i
  3CLpro inhibitor = -2
  MazF activator = 4
  TcdB GH inh = 1.2
  PrPC surface inh = 12
  CCHF vOTU inh = -14
  Rv3671c protease = 6
  Yp Topo-I inh = 5

Cc1ccc(-c2cc(C(F)(F)F)c(C#N)c(=O)[nH]2)cc1
  DUSP3 inh = 3
  SSB-PriA inh = -9
  Vc quorum ag = 0.7
  3CLpro inhibitor = 0
  MazF activator = 2
  TcdB GH inh = .
  PrPC surface inh = -2
  CCHF vOTU inh = -66
  Rv3671c protease = -7
  Yp Topo-I inh = 2

O=C(NCC(c1ccco1)N1CCN(c2ccccc2)CC1)OCc1ccccc1 (stereo not given)
  DUSP3 inh = 8
  SSB-PriA inh = -4&-2
  Vc quorum ag = i
  3CLpro inhibitor = -2
  MazF activator = -3
  TcdB GH inh = 2.1
  PrPC surface inh = -1
  CCHF vOTU inh = -16
  Rv3671c protease = 0
  Yp Topo-I inh = 29

C/C=C/c1cc(CN2CCN(c3ccccc3)CC2)c(O)c(OC)c1
  DUSP3 inh = 4
  SSB-PriA inh = 6
  Vc quorum ag = -0.4
  3CLpro inhibitor = 1
  MazF activator = 0
  TcdB GH inh = 1.1
  PrPC surface inh = 2
  CCHF vOTU inh = 2
  Rv3671c protease = 2
  Yp Topo-I inh = 9

Remaining list, next part
SMILES	DUSP3 inh	SSB-PriA inh	Vc quorum ag	3CLpro inhibitor	MazF activator	TcdB GH inh	PrPC surface inh	CCHF vOTU inh	Rv3671c protease	Yp Topo-I inh
CC(=O)c1cnc2c(-c3ccccc3)cnn2c1C	-5	-17	-0.4	-3	2	.	-6	-16	-4	1
Cc1c(O)ccc(/C=N/Nc2nc(-c3cccnc3)nc3ccccc23)c1O	17	.	i	2	10	-0.8	-8	6	1	-13
CC(=NNC(=O)c1cc(C)nc2ccccc12)c1ccc(N2CCOCC2)cc1	.	-7	i	.	7	-2.5	2	9	-2	-6
O=c1c2ccccc2c(C=NCCc2ccccc2)c(O)n1Cc1ccccc1	0	14	0.2	1	-5	.	3	6	-7	14
Brc1cc(Br)c2nc(-c3ccc(N4CCOCC4)cc3)ccc2c1	-7	-7	1.4	1	2	.	.	.	.	13
CCN(CC)c1ccc(/C=C/c2cc(-c3ccccc3)c3ccccc3n2)cc1	36	-4	i	3	-76	0.8	-3	12	-18	-15
CC(=O)Nc1ccccc1C(=O)C(=O)Nc1cccc(C(=O)NCc2ccc(C)cc2)c1	0	.	.	-2	.	0.1	1	8	-8	.
CCC1CC(=O)CCN1S(=O)(=O)c1ccc(C)cc1 (stereo not given)	.	-5	1.9	.	8	-0.1	5	8	.	3
NS(=O)(=O)c1ccc(CCNC(=O)COC(=O)c2nc(Cl)ccc2Cl)cc1	.	-7	i	.	-6	-0.5	-7	8	5	-2
C[C@H]1CN([C@@H](C)CO)C(=O)c2cc(Br)cnc2O[C@H]1CN(C)C(=O)c1cccnc1	.	.	i	.	8	0.9&-3.6&-1.2	-3	0	.	6
CC/C(=N\NC(=O)COc1ccc(Br)cc1)c1ccc(OC)c(OC)c1	-6	.	-0.3	1	-3	-0.9	4	9	-10	20
CCN1CCN(CCC(=O)Nc2ccc(Br)c(C)c2)CC1	18	-4	i	-3	-12	0.3	-2	8	0	-11
Cn1ncc2c(Nc3ccc([N+](=O)[O-])cc3)nc(Cl)nc21	6	7	i	3	-8	0.2	-7	1	.	-7
O=C(NCc1ccccc1Cl)c1cc2c(s1)CS(=O)(=O)C2	2	8	-0.2	-5	-11	-0.4	6	-2	-10	-1
COc1ccc(C(=O)CN2C(=O)c3ccccc3C2=O)c(OC)c1	2	2	-0.4	1	1	1.4	-2	-6	-3	6
CC(C)(C)NC(=O)COC(=O)c1snc(C(=O)NC2CCCCC2)c1N	-5	-8	3.8	3	-2	.	-2	-20	4	10
Cc1noc(C)c1S(=O)(=O)N(C)C[C@H]1Oc2ccc(NC(=O)NC(C)C)cc2C(=O)N([C@H](C)CO)C[C@@H]1C	.	-10	1.3	.	8	-0.6	-7	0	3	0
O=C(Cc1ccccc1)Oc1ccc(N2C(=O)CCC2=O)cc1	20	-18	i	5	-7	.	-3	9	6	-5
Cc1ccc(NS(=O)(=O)c2ccc(C(=O)NCCCN3CCCC3=O)cc2)cc1	.	-8	i	.	-8	1.1	-3	-3	4	2
COc1ccc(C2(O)C(=O)Nc3ccc(C)cc32)cc1 (stereo not given)	.	-6	i	-3	-5	-0.3	5	0	2	7
COc1ccc(N=C2C(=O)Nc3c(C)cccc32)cc1	14	27	i	0	5	.	1	2	-6	-4
c1ccc(-n2cnnc2SCc2nc3ccccc3s2)cc1	7	-5	i	-5	18	.	-3	-7	2	5
CC(=O)c1cccc(NC(=O)N2CCC(NC(=O)C3CCCCC3)CC2)c1	-3	5	-0.2	0	-1	0.5	-1	4	2	-1
COc1ccc(-c2nc(N)nc(N)n2)c(O)c1	.	-8	i	.	-3	1.7	1	-5	0	3

Compound activity as filed in PubChem.
